SR-BI DiI inh – mouse SR-BI HDL lipid transfer inhibition; ldlA[mSR-BI] CHO cells, DiI-HDL uptake fluorescence, 3 h; inhibition, % at 12.5 µM; actives 0.96% (n = 320,000); AID 488896;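 active means mean replicate inhibition of at least 70% and a set share of replicates each scoring 70 or more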;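 further: 0% = median of neutral control wells and 100% = median of positive control wells; values of inactives mirror those of a sister screen read the other way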
dFosB act – mouse delta FosB homodimer activation; purified delta FosB, TAMRA-CDK5 oligo fluorescence polarization; percent of positive-control signal above neutral wells; activation, % at 25 µM; actives 0.99% (n = 340,000);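 active means mean activation above about 17%, with every replicate also reaching it, limit read from the data, passing the limit was not always enough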;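 further: fluorescence polarization rise as delta FosB binds a TAMRA Cdk5 AP-1 oligo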
PvdQ acylase – P. aeruginosa PvdQ acylase inhibition | inhibition, % at 10 µM | purified PvdQ acylase, fluorescence plate reader | actives 0.063% (n = 340,000); in the data active means inhibition above about 30%, passing the limit was not always enough;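 further: 0% = vehicle neutral wells and 100% = reference inhibitor wells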
CDK5 inh – blocks human CDK5/p35 kinase activity; Recombinant CDK5/p35, ADP-Glo luminescence, 60 min; actives 0.01% (n = 330,000); inhibition, % at 10 µM; Q00535+Q15078;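 active means highest replicate inhibition of at least 50% and at least 75% of replicates reaching 50%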;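 further: plate controls were DMSO neutral control for no effect and GW8510 at 10 µM for full effect; many of its hits are not listed in these tables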
V-ATPase pH – regulators of yeast V-ATPase proton transport. S. cerevisiae, pHLuorin cytosolic pH fluorescence. response, % at 10 µM. actives 0.37% (n = 350,000). AID 504577; in the data active means response mostly above about 7.3%, no sharp cut-off; inactive means mostly below about 5.4%; further: actives read high; inactives centre near 0; some compounds called inactive have numbers as strong as hits; reference of the scale not given here
Wnt act – activates Wnt/beta-catenin signaling in a reporter cell assay; activator, plate reader; activation, % at 9.35 µM; actives 1.2% (n = 300,000); in the data active means activation above about 30%, passing the limit was not always enough;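 further: 0% = neutral control wells and 100% = positive control wells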
NSD2 HMT inh – inhibitors of human histone methyltransferase NSD2 | inhibition, % at 12.5 µM | actives 0.54% (n = 310,000) | NSD2 peptide methylation, AlphaScreen, 120 min | O96028 | AID 743445; in the data active means inhibition above about 50%
Target sequence (O96028 whole entry, looked up): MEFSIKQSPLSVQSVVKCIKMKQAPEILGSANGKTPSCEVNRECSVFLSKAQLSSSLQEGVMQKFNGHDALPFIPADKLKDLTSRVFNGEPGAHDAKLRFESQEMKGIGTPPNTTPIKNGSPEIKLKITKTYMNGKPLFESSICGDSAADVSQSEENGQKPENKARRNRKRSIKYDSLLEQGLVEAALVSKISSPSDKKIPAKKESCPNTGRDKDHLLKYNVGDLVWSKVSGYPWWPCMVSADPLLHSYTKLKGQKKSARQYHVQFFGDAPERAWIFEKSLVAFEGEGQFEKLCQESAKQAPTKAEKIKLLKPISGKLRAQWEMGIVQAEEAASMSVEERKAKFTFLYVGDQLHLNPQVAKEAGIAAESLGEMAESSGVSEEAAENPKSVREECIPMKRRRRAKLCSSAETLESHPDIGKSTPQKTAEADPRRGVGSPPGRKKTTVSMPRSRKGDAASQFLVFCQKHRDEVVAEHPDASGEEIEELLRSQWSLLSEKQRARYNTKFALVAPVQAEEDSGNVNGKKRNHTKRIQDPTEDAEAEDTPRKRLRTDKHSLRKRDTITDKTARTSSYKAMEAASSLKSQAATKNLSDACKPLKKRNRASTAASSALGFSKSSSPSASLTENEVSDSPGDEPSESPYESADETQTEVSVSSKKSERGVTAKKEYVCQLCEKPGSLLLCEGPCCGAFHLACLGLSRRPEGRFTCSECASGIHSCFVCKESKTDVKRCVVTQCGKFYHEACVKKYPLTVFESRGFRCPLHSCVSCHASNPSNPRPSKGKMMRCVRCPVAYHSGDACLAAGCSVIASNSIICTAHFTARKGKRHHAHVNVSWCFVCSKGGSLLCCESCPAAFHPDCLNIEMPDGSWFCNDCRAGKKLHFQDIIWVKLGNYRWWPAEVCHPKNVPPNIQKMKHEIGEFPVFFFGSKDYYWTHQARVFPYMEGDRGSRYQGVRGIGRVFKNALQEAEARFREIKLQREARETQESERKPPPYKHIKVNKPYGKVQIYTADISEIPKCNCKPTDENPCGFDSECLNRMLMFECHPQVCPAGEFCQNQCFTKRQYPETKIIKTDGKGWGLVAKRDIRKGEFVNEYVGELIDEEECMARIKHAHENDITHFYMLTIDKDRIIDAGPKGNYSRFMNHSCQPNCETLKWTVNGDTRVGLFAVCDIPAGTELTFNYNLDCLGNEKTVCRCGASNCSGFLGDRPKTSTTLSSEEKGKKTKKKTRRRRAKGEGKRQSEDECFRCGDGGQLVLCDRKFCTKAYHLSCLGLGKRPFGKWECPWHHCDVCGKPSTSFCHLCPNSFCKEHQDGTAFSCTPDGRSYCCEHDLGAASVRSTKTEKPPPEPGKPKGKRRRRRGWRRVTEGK
HTR5A ag – counter-screen for OPRM1-OPRD1 agonists: human HTR5A agonism. actives 0.61% (n = 340,000). activation, % at 9.3 µM. P47898. HTR5A agonist assay, luminescence, cell-based; in the data active means activation mostly above about 9.5%, no sharp cut-off; inactive means mostly below about 7.6%;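 further: 0% = cells with vehicle only and 100% = reference agonist; strong numbers were not always called active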
MITF act – MITF TRPM1 promoter activation in melanoma cells. activation, % at 12.5 µM. actives 0.75% (n = 300,000). AID 588334. SK-MEL-5 TRPM1-promoter luciferase, 24 h; % of positive control, neutral wells = 0;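 active means mean activation of at least 80% with every replicate also reaching 80%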;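 further: 0% = neutral control wells and 100% = parthenolide positive control wells; values of inactives mirror those of a sister screen read the other way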
HTR5A inv ag – HTR5A inverse agonism, opioid heterodimer counter-screen; P47898; HTR5A cell line, luminescence; inhibition, % at 9.3 µM; actives 0.083% (n = 340,000); AID 504634; in the data active means inhibition mostly above about 23%, no sharp cut-off; inactive means mostly below about 18%;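 further: 0% = cells with DMSO and 100% = no-cell wells with DMSO; some compounds called inactive have numbers as strong as hits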
Starred values were filed as active, the others as inactive; nt = no result given.

Order of values: SR-BI DiI inh, dFosB act, PvdQ acylase, CDK5 inh, V-ATPase pH, Wnt act, NSD2 HMT inh, HTR5A ag, MITF act, HTR5A inv ag
> Cc1ccc(CSc2ccc(S(=O)(=O)N3CCOCC3)cn2)cc1
    -15.0, -3.6, -3.6, -0.8, 3.7, -4.7, -2.9, 1.0, 3.3, 16.4
> CC(C(=O)Nc1ncc2c(n1)CC(C)(C)CC2=O)N1C(=O)c2ccccc2C1=O (stereo not given)
    -15.8, 2.0, -11.3, -0.4, 4.3, nt, -1.4, -0.4, 7.1, 1.4
> Cc1cc(C(=O)NCC(C)C)c2ccccc2n1
    -26.6, -6.4, -6.4, -0.6, -1.9, -0.9, 1.0, 4.4, nt, -15.4
> CCOC(=O)c1ccccc1NC(=O)CN(c1ccccc1OC)S(C)(=O)=O
    12.1, -10.7, -2.1, 0.6, -3.2, -5.2, -5.2, -4.9, 3.8, 12.8
> COc1ccccc1CNC(=O)c1cc2sccc2n1C
    32.5, -5.6, 0.0, -3.0, 4.1, 0.1, 3.0, 8.3, 8.2, 1.3
> Cc1ccc(C(=O)OCC(=O)c2c(N)n(C)c(=O)n(C)c2=O)cc1S(=O)(=O)N1CCCCC1
    36.8, -4.5, 5.0, -0.3, -0.8, nt, 1.0, 0.1, 24.7, -14.8
> O=C(N/N=C/c1coc2ccc(Cl)cc2c1=O)c1ccncc1
    -5.8, -2.9, -8.5, 1.6, 6.1, -5.4, 1.2, 11.7, 14.2, -28.2
> CCOc1ccc(-c2cc(C(=O)NCCCN3CCN(CC)CC3)c3ccccc3n2)cc1
    -5.3, -26.6, -11.7, -0.5, -0.2, nt, 5.9, -1.4, 16.1, 0.8
> C/C=C/c1ccc(OCC(=O)OCC(=O)Nc2c(C)nn(-c3ccccc3)c2C)c(OC)c1
    -4.8, -11.2, -6.9, 1.1, 3.1, -1.2, -2.8, 5.4, 1.5, -1.6
> CCOc1ccc(NC(=O)CCC(=O)NNC(=O)Nc2ccc(Cl)cc2)cc1
    21.2, 2.5, 0.7, -1.9, -1.1, -1.8, 0.1, nt, 6.6, nt
> CN(C)c1nnnn1-c1ccc(OC(F)(F)F)cc1
    -32.6, 2.5, 6.7, -1.3, -1.2, -0.9, -1.2, 0.6, -6.8, 15.8
> COc1cccc2c(=O)cc(C)n(CC(=O)Nc3ccccc3C)c12
    4.9, -10.2, -15.0, -1.7, -1.4, nt, -5.1, 3.0, -2.2, 3.8
> Cc1cccc(NC(=O)Cn2ccn(-c3ccc4c(c3)OCCO4)c(=O)c2=O)c1
    -11.4, -6.1, -12.2, 1.2, 1.5, -1.5, -1.1, -0.5, 9.4, 1.4
> COCCN1C(=O)C(=O)/C(=C(/O)c2cccc(OC)c2)C1c1ccc(C)o1 (stereo not given)
    -28.7, -3.3, 9.9, 0.6, -8.6, nt, 2.9, 2.1, 8.8, -0.2
> CCN(CC)S(=O)(=O)c1ccc(/C=C/C(=O)OCC(=O)NCc2ccco2)cc1
    0.4, -9.3, -5.2, 1.7, -2.2, 0.6, 3.6, -3.0, 1.8, 7.4
> CC(=O)c1nnn(-c2ccc(Cl)cc2C#N)c1C
    nt, -3.4, -13.2, -2.1, 5.3, 4.6, 10.0, -7.9, -7.5, -18.6
> Cc1ccc(C(=O)N2CCN(c3ccc(NC(=O)c4cccs4)cc3)CC2)cc1
    36.2, -12.4, 5.9, -1.1, -2.4, -3.0, 1.4, 2.9, 8.1, -20.7
> COc1ccc(C2=CC(=O)C[C@H](CN3C(=O)c4ccccc4C3=O)N(C(=O)OC(C)(C)C)O2)cc1
    16.9, -10.0, -3.2, -0.2, 3.8, -3.2, nt, -0.8, -5.2, 2.8
> CC(C)C(NC(=O)c1ccc2c(c1)OCO2)C(=O)N/N=C\c1ccco1 (stereo not given)
    9.9, -0.5, -4.7, 0.7, -1.9, -2.8, 0.6, 10.2, -5.1, -26.3
> COc1ccc(S(=O)(=O)Nc2cccc(S(=O)(=O)NC3=NCCC3)c2)cc1[N+](=O)[O-]
    -2.2, -4.7, -5.6, -1.8, 1.6, 0.2, -2.5, -0.6, -2.1, 6.0

Carrying on:
Order of values: SR-BI DiI inh, dFosB act, PvdQ acylase, CDK5 inh, V-ATPase pH, Wnt act, NSD2 HMT inh, HTR5A ag, MITF act, HTR5A inv ag
> COc1ccccc1N1CCN(C2=CC(=O)CCC2)CC1
    -7.8, -6.5, -11.0, 2.8, -5.5, nt, -1.8, 7.7, -3.3, 1.6
> CCN(CC)C(=O)CN(c1cc(Cl)ccc1OC)S(C)(=O)=O
    -23.7, 3.4, 5.9, -1.7, -1.4, nt, -3.1, 0.5, -2.6, -10.8
> COc1nc(N2CCOCC2)nc(C)c1[N+](=O)[O-]
    -25.9, -1.5, 13.0, 0.7, 4.7, -1.4, -0.2, -3.5, 8.1, 34.7
> O=C(NNc1cccc(Cl)n1)c1c(F)cccc1F
    -5.5, 2.6, 8.8, -0.8, -1.0, 2.8, -0.7, 3.2, 10.4, 6.1
> CC(C)CN(C(=O)COC(=O)CCC(=O)c1ccc(F)cc1)c1c(N)n(Cc2ccccc2)c(=O)[nH]c1=O
    10.8, -8.8, 13.3, 2.2, -3.3, 3.8, -1.2, 2.4, -3.7, 6.3
> CC(=O)Nc1ccc(/C(C)=N/NC(=O)C2CC2c2ccccc2)cc1 (stereo not given)
    0.7, 8.3, -2.8, -0.2, 4.5, -1.3, 0.2, 6.9, -1.5, 2.1
> CCOC(=O)c1nc(C)n(-c2cc(Cl)ccc2Cl)n1
    -11.3, -2.9, -7.0, 1.4, 1.7, -0.2, 3.9, 3.7, 5.0, -9.4
> CCOP(=O)(OCC)/C(C#N)=C/c1cc(OC)ccc1OC
    24.8, 1.9, 12.5, -0.3, 3.3, 1.9, 2.3, 1.4, 3.6, -5.3
> CCCCSc1nnc([C@H](C)NC(=O)OC(C)(C)C)o1
    6.8, -1.2, -3.1, -1.3, -3.9, nt, -4.3, 0.9, -17.1, -3.0
> CCCCN(CC)CCNC(=O)c1cc2c(=O)n(CC)c3ccccc3c2s1
    61.4, -20.0, 2.9, 3.1, 0.9, 3.4, 6.0, 4.5, 9.5, -16.2
> Cc1cc(NC(=O)CN2CCC(C)CC2)no1
    -6.3, 4.3, 2.9, -2.5, 0.2, -0.3, 0.3, 4.0, 0.5, -0.8
> COCc1nc2c([nH]1)c(=O)n(C)c(=O)n2CC(C)C
    -3.3, 0.6, 7.6, 0.8, 1.0, -0.1, nt, -0.9, 9.6, 3.3
> Cc1csc(=O)n1CCC(=O)OCC(=O)Nc1ccc(S(N)(=O)=O)cc1
    -18.7, -3.8, -14.9, -1.9, 2.2, 0.1, 12.7, 0.7, 8.4, 0.5
> COc1ccccc1CNC(=O)CSC1=NCCS1
    -7.1, -1.0, -13.8, 0.0, 0.7, -0.4, -3.2, 2.5, 8.4, 13.5
> CN1CCN(C(=O)CN(Cc2ccc(Cl)cc2)S(C)(=O)=O)CC1
    -8.4, -5.5, -7.7, -1.4, 1.8, nt, -1.3, 1.3, 13.0, -7.9
> Cc1ccc(OCC(O)CNC2CCCC2)cc1C (stereo not given)
    -15.2, -9.1, 5.4, 0.2, -3.7, -0.3, 4.2, -2.0, nt, 7.5
> CC(C)NC[C@H](O)c1ccc(O)c(O)c1
    -7.1, -2.2, 7.5, 0.1, 0.4, -1.9, nt, 4.2, -2.1, 19.8
> CCCOC(=O)c1ccc(Oc2c(-c3ccc(O)cc3O)n[nH]c2C)cc1
    -88.7, 0.6, -24.6, 1.8, 1.9, nt, 4.6, 2.9, -11.8, -8.2
> CC(C)(C)OC(=O)N(CCc1ccccc1)Cc1ccccc1OCc1ccc(NC(=O)C2CCC2)cc1
    41.9, -8.9, -0.8, 0.5, -1.2, -9.5, nt, 0.8, -7.1, -3.1
> CC1(C)NC(=O)N(c2ccc([N+](=O)[O-])c(C(F)(F)F)c2)C1=O
    1.8, -7.8, -12.1, -1.5, -3.5, -3.1, nt, 0.2, 0.0, -0.8

(list continues)
Order of values: SR-BI DiI inh, dFosB act, PvdQ acylase, CDK5 inh, V-ATPase pH, Wnt act, NSD2 HMT inh, HTR5A ag, MITF act, HTR5A inv ag
> CC(/C=C1\SC(=S)N(NC(=O)c2ccncc2)C1=O)=C\c1ccccc1
    10.5, -18.1, -5.0, -0.5, -4.3, -2.3, 6.0, -4.9, 10.5, 11.1
> CC(=O)c1ccc(-n2c(CCC(=O)O)ccc2-c2cccs2)cc1
    -25.1, -7.4, -5.9, -3.2, -1.8, 9.4, 17.8, -0.3, 0.0, 0.8
> Cc1ccc(CN(C)C(=O)c2ccc3c(c2)NC(=O)CS3)o1
    1.4, -0.9, -2.3, -0.9, -13.3, 1.7, 10.2, 6.2, -6.1, -27.6
> O=C(NCCN1CCN(C(=O)c2ccc(F)cc2)CC1)c1ccc(F)cc1
    4.6, -14.8, -0.6, 1.4, 5.5, 0.1, -0.7, 0.5, -8.8, -0.6
> O=C(CSc1nnc(COc2ccccc2)n1Cc1ccco1)NCc1ccco1
    5.7, -7.1, 5.0, -0.2, 0.6, nt, 0.9, 1.9, -2.3, 9.7
> CCCCCCn1c(SCCC)nc2c1c(=O)[nH]c(=O)n2C
    5.9, -3.5, -10.8, 0.7, 3.0, nt, 1.6, 0.9, 8.4, -4.7
> O=C(NNC(=O)C1CC1)c1ccc(F)cc1F
    -21.3, -2.0, 6.7, 0.7, -0.7, 0.3, -0.4, 0.8, -6.4, -2.8
> Cn1c(Cn2c3ccccc3c3ccccc32)n[nH]c1=S
    -20.3, -4.1, -9.2, 0.1, 5.2, 0.2, 3.6, -3.8, 6.8, 8.6
> O=C(CSc1nc2ccccc2c(=O)[nH]1)Nc1nc(-c2ccc(Br)cc2)cs1
    -9.8, -4.6, -15.2, 1.5, -0.7, -4.3, 1.0, 5.0, 11.6, 8.1
> O=C(O)c1c2c(nc3ccccc13)/C(=C/c1ccc(OC(F)F)cc1)CCC2
    -0.7, -2.7, -10.8, -0.7, -0.3, 9.4, -1.5, -0.5, 26.6, -32.1
> O=C(Cc1cccc2ccccc12)NCCOc1ccccc1F
    5.1, 2.7, 1.2, 0.1, -1.5, -1.1, -4.9, -3.4, 2.6, 8.8
> Cc1nnc(SCC(=O)Nc2ccc(Br)cn2)[nH]c1=O
    2.0, -6.3, -22.8, -0.5, 6.2, nt, 8.8, -0.6, -11.5, 1.4
> O=C(COc1ncnc2ccccc12)N1CCN(S(=O)(=O)c2ccccc2)CC1
    -21.6, -13.3, -13.6, nt, -3.9, nt, 8.2, 0.2, 5.3, -23.4
> CC(C)(C)c1ccc(/C=C2\Oc3c(ccc(O)c3CN3CCN(CCO)CC3)C2=O)cc1
    nt, 0.6, 8.9, -0.2, -0.6, -3.3, 0.6, -2.1, 13.0, -12.3
> CC(C)Nc1ncnc2ccc(Br)cc12
    1.4, -5.3, -1.5, 4.0, 0.8, nt, -4.7, 2.5, -6.6, 20.3
> COc1cc(C(=O)NNC(=O)c2n[nH]c3ccccc23)cc(OC)c1OC
    13.1, -2.7, -10.4, -2.7, 2.5, -0.2, -0.6, -1.9, 3.7, -4.0
> Cc1nc2ccc(C(=O)N3CCCC(CO)(Cc4ccc(F)cc4F)C3)cc2nc1C (stereo not given)
    -2.7, -11.5, -7.1, 1.4, 7.5, -0.2, 3.3, 5.5, -2.2, -1.0
> CC(C)CN(C(=O)CN(C)C(=O)Cc1ccc(Cl)cc1)c1c(N)n(CC(C)C)c(=O)[nH]c1=O
    -17.4, -8.4, -0.6, -2.1, -4.2, -3.0, -0.4, 9.1, -5.6, -24.9
> Cc1ccc(S(=O)(=O)NC(=NC(C)C(=O)O)c2ccccc2)cc1 (stereo not given)
    -11.6, 0.9, -16.0, 2.4, -1.4, -0.2, -0.3, 8.3, -7.4, -30.2
> CNC(=O)NC(=O)C(c1ccccc1)N(C)CC1COc2ccccc2O1 (stereo not given)
    nt, -9.1, -12.6, 0.0, 2.5, -2.2, -0.2, 3.7, 1.1, -9.7

From PubChem
